Screening data: PubChem BioAssay, several laboratories
CDK5 p35 inh = inhibitors of human CDK5/p35 kinase, primary screen, biochemical, single concentration; Recombinant CDK5/p35, ADP-Glo luminescence, 60 min; inhibition, % at 10 µM; Cyclin-dependent kinase 5 (Homo sapiens) + Cyclin-dependent kinase 5 activator 1 (Homo …; 0.01% of 330,000 active;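 active means highest replicate inhibition of at least 50% and at least 75% of replicates reaching 50%; inconclusive means only one of the two criteria met; inactive means both criteria failed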;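 further: plate controls were DMSO neutral control for no effect and GW8510 at 10 µM for full effect; many of its hits are not listed in these tables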
Target sequence (Q00535 whole entry, looked up): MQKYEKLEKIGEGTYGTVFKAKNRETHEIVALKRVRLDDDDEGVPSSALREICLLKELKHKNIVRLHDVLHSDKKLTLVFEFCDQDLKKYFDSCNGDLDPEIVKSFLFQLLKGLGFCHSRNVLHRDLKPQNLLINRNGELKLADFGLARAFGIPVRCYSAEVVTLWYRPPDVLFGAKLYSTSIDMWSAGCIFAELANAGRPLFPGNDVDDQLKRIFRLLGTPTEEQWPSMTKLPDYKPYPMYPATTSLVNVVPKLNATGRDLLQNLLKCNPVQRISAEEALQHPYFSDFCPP
Target sequence (Q15078 whole entry, looked up): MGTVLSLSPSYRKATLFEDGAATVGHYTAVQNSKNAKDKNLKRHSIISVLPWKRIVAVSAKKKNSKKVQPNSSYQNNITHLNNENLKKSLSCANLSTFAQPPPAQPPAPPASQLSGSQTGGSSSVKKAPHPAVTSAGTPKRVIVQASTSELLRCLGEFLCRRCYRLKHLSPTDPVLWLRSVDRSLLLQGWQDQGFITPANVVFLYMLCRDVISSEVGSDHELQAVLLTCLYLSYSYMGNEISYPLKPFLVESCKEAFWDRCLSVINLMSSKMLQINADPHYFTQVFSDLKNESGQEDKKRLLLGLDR
CAL PDZ FP-1 = CAL PDZ peptide-binding inhibitors, primary screen, biochemical, fluorescence polarization, Cer-tagged CAL PDZ, HTS; Golgi-associated PDZ and coiled-coil motif-containing protein (Homo sapiens), Q9HD26; purified CAL PDZ, TMR-peptide fluorescence polarization, 1 h; inhibition, % at 20 µM; 0.02% of 330,000 active; AID 504414, 2011;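 active means highest replicate inhibition of at least 40%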;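 further: plate controls were DMSO neutral control wells for no effect and unlabeled competitor peptide control wells for full effect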
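material = purified tagged CAL PDZ domain construct (CerCALP) | compound dosing = 20 µM, one dose | times = 1 h at RT | measured by = fluorescence polarization from S- and P-plane intensities, G-factor corrected | read-out = inhibition from polarization loss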
MITF TRPM1 HTS = activators of MITF-driven TRPM1 promoter reporter, primary screen, cell-based, SK-MEL-5, luciferase, single point; 0.75% of 300,000 active; activation, % at 12.5 µM; AID 588334, 2011; SK-MEL-5 TRPM1-promoter luciferase, 24 h; % of positive control, neutral wells = 0;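 active means mean activation of at least 80% with every replicate also reaching 80%; inconclusive means mean reaches 80% but some replicate falls short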;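 further: 0% = neutral control wells and 100% = parthenolide positive control wells; values of inactives mirror those of a sister screen read the other way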
V-ATPase pHluor = regulators of yeast V-ATPase proton pumping, primary screen, pHLuorin cytosolic pH fluorescence. 0.37% of 350,000 active. response, % at 10 µM. S. cerevisiae; in the data active means response mostly above about 7.3%, no sharp cut-off; inactive means mostly below about 5.4%; further: actives read high; inactives centre near 0; some compounds called inactive have numbers as strong as hits; reference of the scale not given here
CAL PDZ FP-2 = untagged CAL PDZ binding inhibitors, primary screen, biochemical, fluorescence polarization, HTS; AID 602252, 2012; purified CAL PDZ, TMR-peptide fluorescence polarization, 1 h; 0.92% of 300,000 active; inhibition, % at 24.9 µM;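 active means mean inhibition of at least 30% with at least half of replicates also reaching 30%; inconclusive means no clear call, values can overlap the other calls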;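 further: 0% = DMSO neutral control and 100% = excess unlabeled competitor peptide PRC23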
Tat export inh = E. coli Tat export inhibitors, primary screen, MC4100, TorA-mCherry reporter, fluorescence, single point. inhibition, % at 10 µM. 0.036% of 340,000 active;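 active means mean replicate inhibition at least 50% and at least half of replicates individually reaching 50%; inconclusive means only one of the two criteria met; inactive means neither criterion met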;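 further: exported cargo escapes ClpAP degradation while cytoplasmic cargo is degraded and loses fluorescence; 0% = median of neutral control wells and 100% = median of NaSCN control wells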
cardiac RTF act = cardiac RTF calcium sensitivity activators, primary screen, biochemical, IANBD-TnC fluorescence, EC20 calcium; 0.24% of 340,000 active; AID 493008, 2010; IANBD-labeled TnC RTF fluorescence at EC20 calcium; 0% EC20 calcium, 100% full calcium; activation, % at 7.2 µM;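 active means activation above the mean over all tested compounds plus 3 SD, cut at about 30% in these data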;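 further: rise in fluorescence read as greater calcium sensitivity of cardiac thin filaments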
dFosB act = activators of delta FosB homodimer, primary screen, biochemical, fluorescence polarization, TAMRA-CDK5 oligo, single point | 0.99% of 340,000 active | purified delta FosB; percent of positive-control signal above neutral wells | activation, % at 25 µM | AID 493131, 2011;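 active means mean activation above about 17%, with every replicate also reaching it, limit read from the data, passing the limit was not always enough; inconclusive means only one of the two conditions met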;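 further: fluorescence polarization rise as delta FosB binds a TAMRA Cdk5 AP-1 oligo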
Wnt bcat act = Wnt/beta-catenin pathway activators, primary screen, cell-based, plate reader, single point; Wnt/beta-catenin reporter cell assay, activator; activation, % at 9.35 µM; 1.2% of 300,000 active; AID 743398, 2014; in the data active means activation above about 30%, passing the limit was not always enough; inconclusive means no clear call, values can overlap the other calls;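 further: 0% = neutral control wells and 100% = positive control wells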
Rtt109 HAT inh = inhibitors of C. albicans Rtt109/Vps75 HAT, primary screen, biochemical, ThioGlo CoA-SH fluorescence, plate reader; 0.16% of 330,000 active; inhibition, % at 34.9 µM; purified Rtt109/Vps75, 4 h;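 active means inhibition of at least 50% in every replicate; inconclusive means best replicate reaches 50% inhibition but some replicates fall short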
Target sequence (Q5AAJ8 whole entry, looked up): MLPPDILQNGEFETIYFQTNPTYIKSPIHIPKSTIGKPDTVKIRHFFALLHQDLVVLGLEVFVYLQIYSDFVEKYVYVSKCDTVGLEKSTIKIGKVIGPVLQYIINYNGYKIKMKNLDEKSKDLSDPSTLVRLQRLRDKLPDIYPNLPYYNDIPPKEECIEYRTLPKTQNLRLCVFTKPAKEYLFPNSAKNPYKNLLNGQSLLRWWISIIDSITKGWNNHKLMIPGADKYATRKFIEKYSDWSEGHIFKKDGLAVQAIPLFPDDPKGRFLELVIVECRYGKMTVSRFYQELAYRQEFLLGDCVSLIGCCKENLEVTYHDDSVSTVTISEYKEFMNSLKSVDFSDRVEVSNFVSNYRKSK
Active calls of the source: *; ? = inconclusive; nt = not tested or not shown. An unsorted share of the library; any-hit rate near 4.1%.

Structure	CDK5 p35 inh	CAL PDZ FP-1	MITF TRPM1 HTS	V-ATPase pHluor	CAL PDZ FP-2	Tat export inh	cardiac RTF act	dFosB act	Wnt bcat act	Rtt109 HAT inh
Nc1ccc(C(=O)OCCCc2nc3cc4ccccc4cc3[nH]2)cc1	-2.3	-1.1	5	-2	3	5	1	-2	-1	9
CCC(=O)Nc1nc(CC(=O)Nc2ccccc2OC)cs1	0.9	-1.6	-5	-1	2	-14	4	-9	-1	-9
CC(C)[C@H](NC(=O)OCc1ccccc1)C(=O)OCC(=O)NCCc1ccccc1	-1.0	-2.8	-4	-2	-1	-3	-4	-15	-1	8
COc1ccc(S(N)(=O)=O)cc1C(=O)OCC1CCCCC1	2.2	0.5	17	0	nt	4	-3	-5	1	1
COc1cc(NC(=O)c2cc3cccc(OC)c3o2)cc(C(=O)Nc2cccc(C(F)(F)F)c2)c1	-0.4	-1.4	-49	12	-3	2	1	-4	-14	-1
CC(C)OP(=O)(OC(C)C)C(Nc1ccccc1)c1cccnc1 (stereo unspecified)	-0.8	0.9	2	-1	11	5	10	-12	4	-14
CSc1nnc(Cn2c(=O)sc3ccccc32)n1CCc1ccccc1	-0.1	-0.3	-1	10	-1	0	1	-5	1	13
CN1CCN(NC(=O)c2ccc(S(=O)(=O)N3CC4(C)CC3CC(C)(C)C4)cc2)CC1 (stereo unspecified)	2.9	-2.7	-7	0	-2	-5	-2	-4	2	nt
CSc1ccc(CN2CCC(n3nccc3NC(=O)C3CCOC3)CC2)cc1 (stereo unspecified)	-1.9	-1.4	-6	3	16	-7	0	-1	0	2
CC(C)Cn1c(=O)c(C(=O)NCc2ccccn2)c(O)c2ccccc21	-0.5	-2.5	nt	1	7	8	-1	-20	-5	15
O=C(Nc1ccc(CN2CCS(=O)(=O)CC2)cc1)c1ccc(F)cc1	0.9	0.2	nt	-15	0	31	8	11	-3	-27
CCOC(=O)c1c(/N=C/c2ccc(OC)cc2O)sc2c1CCN(C)C2	0.4	-2.4	-15	-4	-2	-12	-1	2	2	8
CC(C)(C)n1c(=O)[nH]c2c(c1=O)CCC2	-1.2	0.8	2	-3	-2	5	2	-5	0	8
O=C(NCc1cc(F)ccc1F)C1CCC(=O)N(C2CCCCCC2)C1 (stereo unspecified)	1.9	-0.8	49	-5	-4	3	-6	-10	11	-2
CCOC(=O)c1c(NS(=O)(=O)c2cccc(OC)c2)sc2c1CCC2	-1.9	nt	11	4	1	0	4	-9	nt	-13
Cc1ccc(S(=O)(=O)N2CCOCC2)cc1C(=O)N1CCN(S(=O)(=O)c2cccc(F)c2)CC1	-6.0	-1.8	-5	4	-5	-6	1	-10	-1	-9
Cc1ccc(CCNC(=O)C2CCCN(c3ncnc4c3nc3n4CCCCC3)C2)cc1 (stereo unspecified)	1.4	-1.2	1	-1	nt	1	-2	-9	0	-21
C#Cc1cccc(NC(=O)c2ccc(Cl)cc2Cl)c1	0.2	-1.0	94*	-1	-3	-3	-6	2	22	-4
Cc1ccc(C(=O)Nc2ccccc2C(=O)NCc2ccco2)cc1	-0.6	-1.7	9	0	-4	12	-7	-22	-2	0
Cc1ncc([N+](=O)[O-])n1CCOC(=O)c1cc(Cl)cc(Cl)c1N	0.8	-1.2	-7	0	1	1	-4	-9	nt	0
O=C(O)CCC1(C(=O)O)OCCc2ccccc21 (stereo unspecified)	-0.9	-1.8	10	-2	0	-6	2	0	-2	nt
CCCN1C(=O)/C(=C/c2cc(C)n(C)c2C)SC1=Nc1ccc(OCC)cc1	-0.1	1.2	-2	0	-2	-6	-4	-5	nt	1
Cc1cccc(OC(C)C(=O)Nc2cc(S(=O)(=O)N3CCCCC3)ccc2C)c1 (stereo unspecified)	-0.9	0.8	-13	1	-2	2	0	-9	-4	9
COc1ccc(CCNC(=O)c2nn(C)c3c2CS(=O)(=O)c2ccccc2-3)c(OC)c1	-5.1	-2.9	-6	1	-4	-4	-4	-1	-2	3
Cc1cccc(CN2CCSCC2)c1	0.5	-1.7	-6	5	4	6	1	1	-1	-4

Further entries.
Structure	CDK5 p35 inh	CAL PDZ FP-1	MITF TRPM1 HTS	V-ATPase pHluor	CAL PDZ FP-2	Tat export inh	cardiac RTF act	dFosB act	Wnt bcat act	Rtt109 HAT inh
CC(=O)Cn1ncc(N2CCOCC2)c(Cl)c1=O	2.0	-1.4	11	-4	-4	-10	-6	1	0	0
CCCNC(=O)Cn1c(=O)/c(=C\c2ccc(-c3ccc([N+](=O)[O-])cc3)o2)s/c1=C\C(=O)C(C)(C)C	-6.3	-0.1	-13	2	nt	9	23	-6	nt	-3
Cc1ccc(OCc2cc(C(=O)N3CCC(C(O)C(C)C)CC3)no2)cc1C (stereo unspecified)	1.9	-0.5	36	-4	-4	9	-4	-16	11	5
CCN(CC)S(=O)(=O)c1ccc(C(=O)OCC(=O)N2CCOCC2)cc1	1.8	-0.2	9	-9	1	1	8	-6	0	3
COc1ccc(S(=O)(=O)NCCCN2CCOCC2)cc1F	-2.1	-0.1	-8	5	nt	-5	-3	2	-1	-6
CCOc1cc(C(C(=O)NCC2CCCO2)N(C(=O)Cn2nnc3ccccc32)c2ccc(NC(C)=O)cc2)ccc1O (stereo unspecified)	-0.3	-1.1	2	-2	-2	2	1	-12	0	8
C/C(=N\OCc1ccccc1C#N)c1cc2ccccc2o1	-0.7	-1.6	1	-5	3	-1	0	0	1	-2
CCCCN(CCCC)C(=O)c1cn(CC)c2cc(N3CCN(C)CC3)c(F)cc2c1=O	1.1	nt	5	3	-1	71*	-5	-4	0	-4
Cc1cc(NCCCn2ccnc2)n2nc(-c3ccc(Cl)cc3)cc2n1	1.3	-5.2	42	-3	-10	3	0	5	28	22
CCCCN(CC)Cc1ccc(CNC(=O)Nc2ccccc2)o1	-0.1	-0.8	7	-1	-7	4	-6	-12	0	-6
COc1ccc(S(=O)(=O)N2CCC(NC(=O)Nc3ccc(C)cc3)CC2)cc1	-0.2	0.3	-12	1	-1	14	1	-7	-5	-3
CCSc1nsc(NC(=O)Nc2ccccc2Cl)n1	0.3	-2.8	nt	-3	-8	-5	-9	-2	5	-12
CCN(CC)Cc1ccccn1	0.6	0.8	-3	2	nt	-6	6	6	2	4
Cc1ccccc1C(=O)Nc1ccc(N(C)C)c2ccccc12	-0.1	-0.8	nt	1	-1	-5	-1	11	3	-5
Cc1cccc(NC(=O)C2=C(O)c3ccccc3N(C)S2(=O)=O)c1	-0.7	-0.5	-15	1	-7	7	-3	-3	5	-3
COc1ccccc1NC(=O)COC(=O)C1CCN(/C=C/C(=O)C(F)(F)F)CC1	0.8	-3.1	-18	1	-22	4	6	0	0	4
COc1ccc(OC)c(C2C(C(=O)O)c3ccccc3C(=O)N2C)c1 (stereo unspecified)	0.7	-0.3	nt	4	nt	1	6	-5	nt	-3
O=C(Cn1cc(S(=O)(=O)Cc2ccccc2)c2ccccc21)Nc1ccccc1	-1.0	-0.4	0	0	0	0	-3	-3	nt	0
Cc1ccc(C(=O)Cn2cncn2)cc1	-0.9	-0.1	11	3	-3	0	-2	9	13	2
O=C(NC1CCCc2ccccc21)C1CCN(S(=O)(=O)c2cccc3nonc23)CC1 (stereo unspecified)	-3.5	-0.3	5	3	-2	-2	-2	15	-2	3
CCc1ccc(-c2nc(CS(=O)CC(=O)NC3CCCCCC3)c(C)o2)cc1 (stereo unspecified)	-3.7	0.0	-5	-6	0	-2	1	-25	-1	-1
Cc1cccc2c1ncc1c(=O)n(-c3ccccc3)[nH]c12	-1.9	-2.7	58	-1	1	-10	-1	2	20	nt
NS(=O)(=O)c1ccc(NC(=S)N2CCN(Cc3ccc4c(c3)OCO4)CC2)cc1	-2.8	0.2	-1	0	nt	-8	1	-2	-3	13
Cc1ccsc1C(=O)N(C)CC(=O)N(CC(C)C)c1c(N)n(CC(C)C)c(=O)[nH]c1=O	-7.4	-3.3	-5	-7	-3	6	3	0	-1	-1
Cc1ccc(Cl)c2c1NC(=O)C2=O	-0.7	0.5	2	7	0	-3	0	0	-2	2

Continued.
Structure	CDK5 p35 inh	CAL PDZ FP-1	MITF TRPM1 HTS	V-ATPase pHluor	CAL PDZ FP-2	Tat export inh	cardiac RTF act	dFosB act	Wnt bcat act	Rtt109 HAT inh
O=[N+]([O-])c1cc(-c2cnc3ccccc3n2)ccc1Cl	-2.9	-0.9	18	-2	-4	-2	5	-1	?	2
COC(=O)C1(c2ccccc2)NC(c2ccc(O)cc2)C2C(=O)N(c3ccc4c(c3)OCO4)C(=O)C21 (stereo unspecified)	-2.0	-2.0	-7	-2	-5	2	5	-7	-1	4
COC(=O)c1c[nH]c(=S)n1Cc1ccccc1	0.2	0.3	0	1	0	-5	2	-3	-6	8
O=C(CN1CCc2ccccc2C1)Nc1cc(S(=O)(=O)N2CCOCC2)ccc1N1CCCC1	-0.3	-4.2	12	2	-3	-7	-9	6	0	-1
CC(=O)c1sc(NC(=O)C2COc3ccccc3O2)nc1C (stereo unspecified)	2.4	-0.2	nt	5	-1	3	4	-7	36*	9
CCc1ccc(S(=O)(=O)Nc2cccc(C3OCCCO3)c2)cc1	0.8	0.0	2	0	12	3	nt	0	0	16
COc1ccc(-c2noc(CCC(=O)NC3CCCCC3)n2)cc1OC	0.1	0.6	-14	-5	0	2	-7	-8	1	19
COc1ccc(OC)c(C(=O)NC(CC(N)=O)c2ccc(NCCN3CCOCC3)c([N+](=O)[O-])c2)c1 (stereo unspecified)	-8.3	-2.3	-8	-7	2	-7	5	2	-3	-5
COc1ccc(/C=C/C(=O)OCC(=O)N2CCN(S(=O)(=O)c3ccc(C)cc3C)CC2)cc1OC	-3.1	0.9	7	1	7	1	3	20*	7	-12
O=C(NCc1cccs1)c1nc2ncccn2n1	2.2	-1.0	4	2	0	-6	2	-3	nt	-4
O=C(O)CN1C(c2ccccc2O)Nc2ccc(Br)cc2C1c1ccccc1 (stereo unspecified)	0.5	0.5	-10	-1	-6	-9	nt	-13	8	11
O=C(NCc1ccccn1)c1ccc2c(c1)N(Cc1ccccc1)CCS2	0.6	0.1	-9	1	1	9	0	-12	0	-38
O=C(Nc1cccc(-n2cnnn2)c1)c1cc2ccccc2o1	0.4	-2.9	26	4	-3	-3	1	37*	4	-1
CCCC/C(C)=N\NC(=O)CNS(=O)(=O)c1ccc([N+](=O)[O-])cc1	-0.7	-0.1	12	-1	0	-8	1	-4	nt	-7
